KCNQ1 block = human KCNQ1 channel inhibition; CHO-K1 KCNQ1, FluxOR thallium flux fluorescence; active compounds read high; B-score at 10 µM; 310,000 tested, 1.3% active; AID 2642; P51787;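 active = compounds whose thallium flux B-score, printed positive for inhibition, exceeds three library SD while starting fluorescence stays within three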;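 note: channel opened by potassium depolarization with thallium stimulus after 20 min compound exposure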
Target sequence (P51787 whole entry, looked up): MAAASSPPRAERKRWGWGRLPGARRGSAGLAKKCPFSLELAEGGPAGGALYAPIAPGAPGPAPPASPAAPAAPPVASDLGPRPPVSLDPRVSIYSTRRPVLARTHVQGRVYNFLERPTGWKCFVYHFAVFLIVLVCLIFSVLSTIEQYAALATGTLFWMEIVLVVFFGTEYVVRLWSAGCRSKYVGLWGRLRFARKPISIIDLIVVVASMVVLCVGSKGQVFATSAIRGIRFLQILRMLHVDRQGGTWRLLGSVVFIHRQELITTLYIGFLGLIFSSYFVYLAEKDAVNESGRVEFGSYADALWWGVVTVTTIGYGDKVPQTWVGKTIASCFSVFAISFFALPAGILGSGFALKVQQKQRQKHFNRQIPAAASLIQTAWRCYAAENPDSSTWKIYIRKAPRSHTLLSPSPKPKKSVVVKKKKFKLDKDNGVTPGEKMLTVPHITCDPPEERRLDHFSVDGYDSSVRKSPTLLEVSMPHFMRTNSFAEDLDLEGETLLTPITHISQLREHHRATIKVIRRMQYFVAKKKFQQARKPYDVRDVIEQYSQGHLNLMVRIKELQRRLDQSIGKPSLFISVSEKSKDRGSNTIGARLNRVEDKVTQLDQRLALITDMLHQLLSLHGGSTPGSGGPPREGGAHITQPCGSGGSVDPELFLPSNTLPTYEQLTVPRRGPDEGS
ANO1 block = blocks the mouse calcium-activated chloride channel TMEM16A | Q8BHY3 | HEK293 TMEM16A/YFP iodide influx fluorescence, ionomycin | normalized B-score (activity score, 25-100; higher = stronger inhibition) at 10 µM | 310,000 tested, 1.2% active;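 active = ratio plate-corrected score three or more library SD toward inhibition, starting fluorescence score within five deviations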;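 note: score derived from kinetic fluorescence span divided by baseline fluorescence per well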
hERG rescue = shields human hERG channel from block by proarrhythmic agents | Q12809 | 310,000 tested, 0.51% active | AID 1511 | CHO-hERG, FluxOR thallium flux, dofetilide IC70 present | activation (rescue from dofetilide block), less the hit threshold, % at 10 µM;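 active = activation above the mean of controls blocked by dofetilide plus 5 SD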;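 note: thallium influx through hERG after potassium depolarization seen as dye fluorescence rise; in these data hits start at about 4.7%; inactives centre near -7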
TRPC4 potent = allosterically enhances the mouse TRPC4 cation channel; Q9QUQ5; HEK293 TRPC4beta/mu-opioid, DAMGO EC20, Fluo-4 Ca2+ flux; active compounds read high; B-score at 10 µM; 310,000 tested, 0.42% active; AID 2227;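 active = B-score of calcium response area above 5 SD of library B-scores, with initial fluorescence ratio within 5 SD of library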;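 note: B-score of integrated fluorescence ratio over time as area under calcium response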
ANO1 activ = activates or potentiates the mouse TMEM16A chloride channel. HEK293 TMEM16A/YFP-H148Q/I152L, iodide quench fluorescence; active compounds read low. 340,000 tested, 0.3% active. B-score at 10 µM;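 active = fluorescence-ratio B-score plate-corrected deviation score at least 3 library SD below zero, with starting fluorescence score within 5 deviations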;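 note: channel opened by trigger with iodide after compound preincubation; score built on the fluorescence ratio of max minus min over baseline; more negative score means more quench and so TMEM16A activation or potentiation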
KCNQ1 act = potentiates or activates the human KCNQ1 potassium channel; 310,000 tested, 0.35% active; CHO-K1 KCNQ1, thallium flux FluxOR fluorescence; active compounds read high; AID 2648; B-score at 10 µM; P51787;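 active = fluorescence ratio B-score, a plate-corrected score, at least three library SD, with initial intensity B-score within 5 SD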
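Doses: Single concentration per compound, DMSO matched to controls | Test system: KCNQ1-transfected CHO-K1 cells | Timing: 90 min dye loading and 20 min compound exposure, both at room temperature | Measured by: Kinetic FluxOR thallium fluorescence, 10-s 1-Hz baseline, 110-s post-stimulus read | Medium: Assay buffer with matched DMSO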
Dyrk1A ADPGlo = inhibitors of rat Dyrk1A kinase; Q63470; ADP-Glo luminescence, NFATc1 peptide; inhibition, % at 12.5 µM; 310,000 tested, 0.43% active; in the data active = inhibition above about 50%;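 note: plate controls were vehicle with enzyme for no effect and no enzyme for full effect; many of its hits are not listed in these tables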
KCNK3 inh = human KCNK3 channel inhibition, primary screen; O14649; CHO-KCNK3 thallium flux, FluxOR fluorescence; active compounds read low; B-score at 10 µM; 340,000 tested, 0.84% active; AID 602410;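 active = B-score under library mean minus 4 SD, starting fluorescence ratio at most library mean plus 5 SD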;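 note: more negative B-score means stronger inhibition of thallium flux through KCNK3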
Target sequence (O14649 whole entry, looked up): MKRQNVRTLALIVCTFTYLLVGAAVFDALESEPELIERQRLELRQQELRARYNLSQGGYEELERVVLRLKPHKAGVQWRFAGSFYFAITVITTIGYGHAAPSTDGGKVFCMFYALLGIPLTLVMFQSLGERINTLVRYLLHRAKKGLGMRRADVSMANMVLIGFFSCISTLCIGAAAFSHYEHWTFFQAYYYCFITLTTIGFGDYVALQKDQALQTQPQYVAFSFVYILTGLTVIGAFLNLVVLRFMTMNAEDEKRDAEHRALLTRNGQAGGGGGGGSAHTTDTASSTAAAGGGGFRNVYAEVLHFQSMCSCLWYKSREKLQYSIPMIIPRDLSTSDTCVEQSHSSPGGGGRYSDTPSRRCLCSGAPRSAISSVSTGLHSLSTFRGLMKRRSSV
HDAC3 inh = blocks human histone deacetylase 3; recombinant HDAC3, fluorogenic peptide/trypsin coupled, fluorescence; inhibition, % at 8.3 µM; 320,000 tested, 0.15% active; AID 2718; in the data active = inhibition above about 26%, passing the limit was not always enough; inconclusive = no clear call, values can overlap the other calls
KCNK9 block = inhibitors of human KCNK9 two-pore domain potassium channel; Q9NPC2; HEK293 KCNK9, FluxOR thallium flux fluorescence; active compounds read low; B-score at 10 µM; 310,000 tested, 1.2% active; AID 488922;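 active = ratio B-score over 3 SD below the library mean, with starting fluorescence within 5 SD of its mean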;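 note: negative B-score means less thallium flux so channel inhibition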
TRPC4 act = activators of mouse TRPC4 channel. Q9QUQ5. HEK293 TRPC4beta/mu-opioid, Fluo4 calcium fluorescence; active compounds read high. B-score at 10 µM. 310,000 tested, 0.49% active;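 active = B-score above 5 SD of library B-scores, and initial fluorescence ratio not above library mean plus 5 SD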;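 note: positive B-score marks a calcium rise read as TRPC4 activation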
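System – HEK293 cells stably co-expressing mouse TRPC4beta and mu-opioid receptor · Signal – Fluo4 calcium-sensitive dye fluorescence, kinetic, 1 Hz baseline · Benchmarks – buffer (low) and maximal DAMGO (high) · Read-out – B score of integrated fluorescence ratio per well · Incubation – dye loading 45 min room temperature, 110 s kinetic read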
Numbers without * were called inactive; i = inactive; ? = inconclusive; nt = no result given.

Structure	KCNQ1 block	ANO1 block	hERG rescue	TRPC4 potent	ANO1 activ	KCNQ1 act	Dyrk1A ADPGlo	KCNK3 inh	HDAC3 inh	KCNK9 block	TRPC4 act
CC(C)C1Cc2c(sc3c2c(=O)n(Cc2ccccc2)c2nncn32)CO1 (stereo not given)	i	i	-11	i	i	i	1	i	5	i	i
O=C(Nc1ccc(N2CCN(Cc3ccccc3F)CC2)cc1)c1ccccc1[N+](=O)[O-]	i	i	-10	i	i	i	6	i	-1	i	i
CC(=O)N1c2c(cc(Br)cc2S(=O)(=O)NCc2cccnc2)CC1C (stereo not given)	i	i	-3	i	i	i	-2	i	-3	i	i
COc1ccc(NC(C)=O)cc1NC(=O)c1cccc(S(=O)(=O)N2CCN(Cc3ccccc3)CC2)c1	i	i	-5	i	i	i	0	i	4	i	i
Brc1cnc(N2CCOCC2)nc1N1CCCCC1	i	i	-8	i	i	i	-10	i	3	i	i
O=C(CSc1nnc(-c2ccncc2)n1CCc1ccccc1)NCc1ccccc1	i	i	-10	i	i	i	-5	i	4	i	i
CCn1c(=O)cc(OCC(=O)Nc2cccnc2)c2ccccc21	i	i	-4	i	i	i	7	i	-2	i	i
O=C(O)c1nc(NCCc2ccccc2)ncc1Cl	i	i	-4	i	i	i	-7	i	-3	i	i
CC(C)c1ccc(C2CC(=O)N3CN(Cc4ccco4)CSC3=C2C#N)cc1 (stereo not given)	i	i	-14	i	i	i	-2	i	?	i	i
CSc1cccc(NC(=O)Nc2ccccc2C(N)=O)c1	i	i	-7	i	i	i	11	i	nt	i	i
CCC(c1nnnn1CCc1ccccc1)N(Cc1ccco1)Cc1cc2cc(C)cc(C)c2[nH]c1=O (stereo not given)	i	i	-7	i	i	i	-7	i	3	i	i
COc1ccc(-c2nnc(SCC(=O)N3CCCC(C)C3)o2)c(OC)c1 (stereo not given)	i	i	-2	i	i	i	-7	i	1	i	i
O=C(c1ccccc1)c1cc2c(cc1[N+](=O)[O-])OCCO2	i	i	-18	i	i	i	-4	i	0	i	i
COc1cccc(COc2ccc3ccc(=O)oc3c2)c1	i	i	-7	i	i	i	2	i	12	i	i
COc1cc2c(cc1OC)C(c1ccc(-c3ccc(Cl)cc3Cl)o1)=NCC2	i	i	-12	i	i	i	-8	i	-1	i	i

Structure	KCNQ1 block	ANO1 block	hERG rescue	TRPC4 potent	ANO1 activ	KCNQ1 act	Dyrk1A ADPGlo	KCNK3 inh	HDAC3 inh	KCNK9 block	TRPC4 act
CC(c1ccccc1)N1C(=O)C2C3CCC(C3)C2C1=O (stereo not given)	i	i	-7	i	i	i	1	i	2	i	i
CC(C)NC(=O)Cn1c(=O)n(CC(=O)N2CCCCC2)c(=O)c2sccc21	i	i	-8	i	i	i	-3	i	-5	i	i
C=C1CCC2[C@](C)(CO)[C@H](O)CC[C@@]2(C)[C@@H]1/C=C/C1=CCOC1=O (stereo not given in full)	i	i	-7	i	i	i	3	i	2	i	i
CCOC(=O)C1CCN(S(=O)(=O)c2ccc3c(c2)CC(=O)N3C)CC1	i	i	-8	i	i	i	2	i	5	i	i
N#C/C(=C\c1ccc(Br)s1)C(=O)N1CCN(c2ccccc2)CC1	i	i	-10	i	i	i	3	i	11	i	i
CCOc1ccccc1N(C)C(=O)c1ccc2c(=O)n3c(nc2c1)CCCCC3	i	i	-7	i	i	i	4	i	-3	i	i
CC(=O)Nc1ccc(S(=O)(=O)N2CCN(CCC#N)CC2)cc1	i	i	-8	i	i	i	8	i	12	i	i
Cc1cccc(CCNC(=O)CCS(=O)(=O)c2cc3c(cc2C)NC(=O)CO3)c1	i	i	-7	i	i	i	1	i	-1	i	i
CC(C)c1cc(Nc2cccc(O)c2)cc(C(C)C)c1O	i	i	-5	i	nt	i	nt	nt	6	i	i
Clc1ccc(C2=Nn3c(nnc3-c3n[nH]c4c3CCC4)SC2)cc1Cl	i	i	-8	i	i	i	2	i	-6	i	i
O=C(CSc1ccc(-c2ccc(F)cc2)nn1)NCCc1ccccc1	i	i	-9	i	i	i	nt	i	-3	i	i
O=C(CSc1nnc(-c2ccccc2F)o1)NC1CCCCC1	i	i	-2	i	i	i	3	i	-1	i	i
COc1ccccc1/C=C/CN1CCC(n2nccc2NC(=O)C2CC2)CC1	i	i	-8	i	i	i	-2	i	0	i	i
O=C(Oc1ccccc1Cl)c1ccc(-n2cncn2)nc1	i	i	-1	i	i	i	3	i	-3	i	i
O=C(O)Cn1nc(-c2ccccc2)oc1=O	i	i	-7	i	i	i	0	i	3	i	i

Whole records from above.
`COc1ccccc1/C=C/CN1CCC(n2nccc2NC(=O)C2CC2)CC1` as listed: KCNQ1 block: i; ANO1 block: i; hERG rescue: -8; TRPC4 potent: i; ANO1 activ: i; KCNQ1 act: i; Dyrk1A ADPGlo: -2; KCNK3 inh: i; HDAC3 inh: 0; KCNK9 block: i; TRPC4 act: i
`CC(C)NC(=O)Cn1c(=O)n(CC(=O)N2CCCCC2)c(=O)c2sccc21` as listed: KCNQ1 block: i; ANO1 block: i; hERG rescue: -8; TRPC4 potent: i; ANO1 activ: i; KCNQ1 act: i; Dyrk1A ADPGlo: -3; KCNK3 inh: i; HDAC3 inh: -5; KCNK9 block: i; TRPC4 act: i

Next records follow:
Structure	KCNQ1 block	ANO1 block	hERG rescue	TRPC4 potent	ANO1 activ	KCNQ1 act	Dyrk1A ADPGlo	KCNK3 inh	HDAC3 inh	KCNK9 block	TRPC4 act
COc1ccc(/C=C\C(=O)CC(O)(c2ccccc2)C(F)(F)F)cc1 (stereo not given)	i	i	-9	i	i	i	1	i	3	i	i
CC1CN(c2nc3c(c(=O)[nH]c(=O)n3C)n2Cc2ccccc2F)CC(C)O1 (stereo not given)	i	i	-7	i	i	i	-4	i	-1	i	i
Cc1ccc(NS(=O)(=O)c2ccc(CCC(=O)NCCO)cc2)cc1	i	i	-11	i	i	i	-6	i	-27	i	i
Cc1ccc(C)c(NC(=O)CSc2sc3c(O)cc(=O)[nH]c3c2C#N)c1	i	i	1	i	i	i	4	i	-2	i	i
COc1cccc(NC(=S)N2CCn3c(nc4ccccc43)C2)c1	i	i	-10	i	i	i	-1	i	-3	i	i
O=C(NCC(=O)N(c1ccccc1F)C(C(=O)NCC1CCCO1)c1ccccc1)c1ccco1 (stereo not given)	i	i	-7	i	i	i	-3	i	-2	i	i
Cc1ccc(-c2nc(C#N)c(NCc3cccc4c3OCO4)o2)cc1	i	i	-1	i	i	i	1	i	11	i	i
COc1ccc(C(=O)c2c[nH]c3ccccc23)cc1	i	i	-1	i	i	i	4	i	1	i	i
O=C(N/N=C/c1ccncc1)c1ccc(OCc2ccccc2)cc1	i	i	-4	i	i	i	-2	i	10	i	i
COc1ccccc1C(CC(=O)N1CCCC1)c1ccc2c(c1)OCO2 (stereo not given)	i	i	-13	i	i	i	-5	i	0	i	i
Nc1cc(N)cc(C(=O)OCC(=O)Nc2cc(S(=O)(=O)N3CCCCC3)ccc2Cl)c1	i	i	-2	i	i	i	nt	i	-4	i	i
COCCCNC(=O)CSc1ccc(Cl)cc1	i	i	-7	i	i	i	-2	i	1	i	i
CC(=O)c1cc(OC(=O)N2CCOCC2)ccc1OC(=O)N1CCOCC1	i	i	-4	i	i	i	15	i	-8	i	i
O=C(NC(=S)Nc1ccc(F)c(Cl)c1)C1CC1	i	i	-3	i	i	i	1	i	-13	i	i
Cc1ccc(Cn2nnnc2CN2CCC(NC(=O)C(C)(C)C)CC2)cc1	i	i	-9	i	i	i	0	i	-6	i	i

Structure	KCNQ1 block	ANO1 block	hERG rescue	TRPC4 potent	ANO1 activ	KCNQ1 act	Dyrk1A ADPGlo	KCNK3 inh	HDAC3 inh	KCNK9 block	TRPC4 act
CCCCN1C(=O)C(O)(c2ccccc2)c2cc(Br)ccc21 (stereo not given)	i	i	-3	i	i	i	nt	i	11	i	i
COc1ccccc1NC(=O)C1=C(C)Nc2nc(-c3cccs3)nn2C1c1cccnc1 (stereo not given)	i	i	-7	i	i	i	-2	i	-6	i	i
CC1=C(C(N)=O)C(c2ccccc2[N+](=O)[O-])n2ncnc2N1 (stereo not given)	i	i	-3	i	i	i	5	i	-1	i	i
COc1cccc(-c2cc(C(F)(F)F)c(C#N)c(=O)[nH]2)c1	i	i	-12	i	i	i	25	i	-89	i	i
CCCC(=O)OCC(=O)Nc1ccc(OC(F)F)cc1	i	i	-10	i	i	i	3	i	0	i	i
COCCOc1ccc(C(F)(F)F)cc1NC(=O)COC(=O)c1c(C)noc1C	i	i	-10	i	i	i	2	i	-5	i	i
CN(CC(=O)Nc1cccc(F)c1)C(=O)CNS(=O)(=O)c1ccc(N(C)C)c([N+](=O)[O-])c1	i	i	-16	i	i	i	-2	i	1	i	i
Cc1cccc(N2CCN(Cc3oc(CO)cc(=O)c3O)CC2)c1C	i	i	-4	i	i	i	-1	i	-7	i	i
CC1C/C(=N/N=C2/NC(=O)CS2)CC(C)(C)C1 (stereo not given)	i	100*	0	i	i	i	0	i	-2	i	i
COC(=O)c1[nH]c2ccccc2c1Sc1ccccc1	i	i	-2	i	i	i	1	i	9	i	i
CCOc1cc(/C=C/C(=O)c2ccc3c(c2)OCCO3)ccc1OCC(=O)N(C)C	i	i	-15	i	i	i	-7	i	5	i	i
COC(=O)c1sc(C(F)(F)F)c(-c2ccccc2)c1S(=O)(=O)NC(C)(C)C	i	i	-10	i	i	i	0	i	4	i	i
CN1C(=S)SC(/[N+]([O-])=C/c2ccc(Cl)cc2)C1(C)C (stereo not given)	i	i	-10	i	i	i	-3	i	2	i	i
CC12CCC(=O)N1C(C(=O)OCC(=O)Nc1cccc(S(=O)(=O)N3CCCCCC3)c1)CS2 (stereo not given)	i	i	-12	i	i	i	0	i	nt	i	i

Screens as filed in PubChem BioAssay.

Only part of the results is shown; the hit share may differ from the screen's.
